Assay outcomes from PubChem BioAssay.
S1P3 antagonist = S1P3 receptor antagonists, primary screen, cell-based; Sphingosine 1-phosphate receptor 3 (Homo sapiens), Q99500; CHO S1P3 NFAT-BLA reporter, FRET fluorescence, antagonist mode; inhibition, % at 4.98 µM; hit rate 0.27% among 170,000; AID 485, 2006;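 active = inhibition above the plate cutoff, the mean inhibition of test wells on that plate plus 3 SD, cut at about 28% in these data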;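 note: cells challenged with S1P at its EC80 of 0.8 µM; blue over green emission ratio from cleaved BLA substrate after 4 h stimulation; 0% = S1P-stimulated wells and 100% = unstimulated DMSO-only wells; some compounds past the cut are filed as inactive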
Target sequence (Q99500 whole entry, looked up): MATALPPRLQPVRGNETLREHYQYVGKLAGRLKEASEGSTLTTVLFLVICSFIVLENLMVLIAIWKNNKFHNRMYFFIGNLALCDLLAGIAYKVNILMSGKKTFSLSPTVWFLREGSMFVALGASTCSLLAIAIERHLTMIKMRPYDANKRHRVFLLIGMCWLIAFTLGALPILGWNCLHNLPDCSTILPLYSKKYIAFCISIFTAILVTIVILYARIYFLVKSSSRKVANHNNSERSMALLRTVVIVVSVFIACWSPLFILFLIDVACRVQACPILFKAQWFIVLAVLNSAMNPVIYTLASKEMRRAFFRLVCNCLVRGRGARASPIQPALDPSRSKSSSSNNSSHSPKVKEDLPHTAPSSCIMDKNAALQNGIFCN
Active calls of the source: *; & = joins results of further samples. Only part of the results is shown; rates above refer to the full screens.

S1P3 antagonist,SMILES
-11,COc1cccc(NC(=S)N(CCN(C)C)C(C)c2ccncc2)c1 (configuration not stated)
-13,CCOC(=O)C1=C(C)N(c2ccc(C)cc2)C(=O)/C1=C\c1ccc(O)c(OC)c1
3,O=C(N/N=C/c1ccc2nccnc2c1)c1ccncc1
-3,COC(=O)c1cc(S(=O)(=O)Nc2cccc(S(N)(=O)=O)c2)oc1C
3,Cn1cccc1/C=N/N1CCN(Cc2ccc(Cl)cc2)CC1
-5,CC(=O)NC(=S)Nc1cccc2ccc(C)nc12
-18,Cc1nnc(-c2ccccc2)o1
1,CN(C)S(=O)(=O)c1cccc(NC(=O)CNC2CCCCC2)c1
2,CCOc1ccc(/C(O)=C2/C(=O)C(=O)N(c3ncccn3)C2c2ccc(C)cc2)cc1 (configuration not stated)
7,CC1CCc2c(cnc3ncnn23)C1 (configuration not stated)
5,Cc1cc(S(=O)(=O)Cc2noc(-c3c(C)noc3C)n2)c(C)cc1Cl
2,O=C(Cn1cncn1)c1ccccc1
-4,O=C(N/N=C/c1ccc2c(c1)OCCO2)c1ccncc1
-13,Cc1cc(NC(=O)c2ccccc2F)n(C(C)(C)C)n1
29*,Nc1c(C(=O)c2cccs2)sc2nsc(SCCN3CCCCC3)c12
1,NC(=O)c1cnn(-c2cccc(Cl)c2)c1N
-8,COc1cccc(N=Cc2nc(-c3ccccc3)oc2OC(C)=O)c1
-12,COCCN1CCn2c(nc3cc(Nc4nnc(C)c5ccccc45)ccc32)C1
12,Cn1cc(Br)c(-c2cccc(N3C(=O)CC(C)(C)CC3=O)c2)n1
-9,Cc1ccc(C(=O)NCC(=O)NCCc2ccc(S(N)(=O)=O)cc2)s1
-14,CN(C)CCSc1nc(O)c(-c2ccccc2)c(=O)n1-c1ccccc1
-4,C/C(=N\NC(=O)CSc1nc2ccccc2s1)c1cccnc1
-2,Cc1cc2c(=O)oc(-c3ccc(Br)cc3)nc2s1
-46,CCCCCn1c(SCC#N)nc2cc(C(=O)NC3CCCCC3)ccc2c1=O
-7,C/C(=N\NC(=O)CNC(=O)C1COc2ccccc2O1)c1ccc(Cl)cc1 (configuration not stated)
-6,Cc1ccc(-c2n[nH]c(=S)n2/N=C/c2sccc2C)cc1
11,O=C(O)[C@H](Cc1ccccc1)NC(=O)N1CCN(c2cccc(C(F)(F)F)c2)CC1
14,CC(=O)N(c1nc(/C=C\C(=O)O)cs1)c1ccccc1F
4,CN(C)CCCn1c(SCC(=O)Nc2nc(-c3cccc(Br)c3)cs2)nc2ccccc2c1=O
-3,CSc1nc2nc3c(cc2c(=O)n1-c1cccc(C)c1)COC(C)(C)C3
-1,O=C(O)c1ccccc1/C=N/NC(=O)c1cc(-c2ccco2)nc2ccccc12
3,CC#CC[N+](C)(C)CCCCCC
8,Cc1onc(-c2c(F)cccc2Cl)c1C(=O)OCC(=O)c1c[nH]c2ccccc12
1,CCOc1ccc(NC(=O)C(=O)N/N=C/c2cccnc2)cc1
-2,CCOC(=O)Cc1nn(Cc2nc(-c3ccc(C#N)cc3)cs2)c(=O)c2ccccc12
-9,CC1CN(c2ccc([N+](=O)[O-])cn2)CC(C)O1 (configuration not stated)
2,Cc1cc(C)nc(NC(=O)/C=C/c2ccc(Cl)cc2)n1
-2,COc1cc(C2C3=C(Nc4nc(N)[nH]c(=O)c42)c2ccccc2C3=O)ccc1O (configuration not stated)
4,COc1ccc(C2C(C#N)=C(N)Oc3cc(C)[nH]c(=O)c32)cc1OC (configuration not stated)
-27,O=C(CSc1nnc(Cc2ccccc2)o1)c1ccc(F)cc1
3,CCCOc1ccc(CCC(=O)N/N=C/c2ccco2)cc1
12,S=C1CCC(c2ccc(Cl)cc2)=NN1c1ccccc1
-9,CC(=O)Nc1ccc(Nc2nc3ccccc3nc2NS(=O)(=O)c2ccccc2)cc1
-2,O=C(Nc1nccs1)c1c(O)c2c([nH]c1=O)CCCC2
-1,COc1ccc(OC(=O)c2cnc3n(c2=O)CCS3)cc1
2,Cc1cc(-c2nc(C)c(C(=O)NN)s2)no1
-16,CN(C)S(=O)(=O)c1ccc(/C(O)=C2/C(=O)C(=O)N(CCN3CCCCC3)C2c2cccnc2)cc1 (configuration not stated)
12,COc1cccc(/C=N/NC(=O)c2[nH]nc3c2CCc2ccccc2-3)c1
-25,CC(C)(CN1CCc2ccccc2C1)NS(=O)(=O)c1ccccc1
16,CSc1ncc(CN2CCc3c([nH]c4ccccc34)C2c2cccc(C)n2)cn1 (configuration not stated)

Carrying on:
S1P3 antagonist,SMILES
2,COc1ccc2c(c1)NC(c1ccc(N(C)C)cc1)c1cccn1-2 (configuration not stated)
-12,O=C(CN1CCCCC1)Nc1ccc(C(F)(F)F)cc1Cl
3,O=C(NCCCN1CCCC1=O)[C@H](CSCc1ccccc1)N1Cc2ccccc2C1=O
-5,CC(=O)Nc1ccc(N2CCN(c3ccc(C(F)(F)F)cn3)CC2)nc1
-5,CCCc1nnc(NC(=O)C(=O)NCCN(CC)CC)s1
-14,Cc1[nH]c2ccccc2c1C(=O)CSc1cccc[n+]1[O-]
-8,COc1ccc(-c2coc3c(CN4CCOCC4)c(O)ccc3c2=O)cc1
0,Cc1nc2ccccn2c1-c1ccnn1S(=O)(=O)c1ccc(F)cc1
0,CCc1nnc(NC(=O)C(CC)CC)s1
2,O=C(NCc1nc2ccccc2[nH]1)c1ccccc1F
-6,O=c1[nH]c(CN2CCN(S(=O)(=O)/C=C/c3ccccc3)CC2)nc2cc(Cl)ccc12
-3,Clc1ccc(CSc2nncn2-c2ccc3c(c2)OCCO3)cc1
-6,COc1cccc(-c2n[nH]c(=S)n2Cc2ccco2)c1
-2,Cc1ccc(-c2nc(NC(=O)c3cc(C(C)(C)C)nn3C)sc2C)cc1Cl
-9,OC(C#CCN1CCCC1)(c1ccccc1)c1cccnc1 (configuration not stated)
-14,COc1cc2ncc(C(=O)c3ccccc3)c(N3CCN(Cc4ccccc4)CC3)c2cc1OC
6,Cc1cc(NC(=O)NN2CCOCC2)nn1-c1c(Cl)cc(Cl)cc1Cl
-2,Cc1c(NC(=O)Nc2c(Cl)cccc2Cl)c(=O)n(-c2ccccc2)n1C
12,Cc1nc(C(=O)Nc2ccccc2)sc1C(=O)Nc1ccccc1
-11,Cc1noc(C)c1-c1nnc(-c2ccc(C(F)(F)F)cc2)o1
-15,COC(=O)C1CCN(C2=C(NS(=O)(=O)c3ccc(Cl)cc3)C(=O)c3ccccc3C2=O)CC1
-3,O=C(/C=C/c1cccnc1)/C=C/c1cccnc1
-11,O=C(COC(=O)c1ccc(Br)o1)Nc1nc2c(F)c(F)c(F)cc2s1
2,CC1(C)CC(=O)C=C(NCc2cccc(C(F)(F)F)c2)C1
-9,CCOC(=O)Cc1csc(NC(=O)Cc2ccc(Br)cc2)n1
5,CCOCCc1c(O)nc(SC)[nH]c1=O
3,CCN(CC)C(=S)SCC(=O)Nc1ncc2c(n1)CCCC2=O
-3,Oc1[nH]c2ccc(Br)cc2c1N=NC(=S)N1CCOCC1
12&7,Oc1ccc2ccccc2c1N=Nc1ccc(F)cc1
7,COC(=O)c1ccc(NC(=O)C2CC(=O)OC2c2ccccc2)cc1 (configuration not stated)
13,CCN1CCCC1Cn1cnc2c([nH]c3ccc(OC)cc32)c1=O (configuration not stated)
-11,S=c1[nH]c2cc(-c3ccccc3)ccc2o1
0,COC(=O)c1cc(C)cc(=O)o1
-4,Cn1nnnc1Sc1ccc(C(=O)O)cc1[N+](=O)[O-]
-17,Cc1ccc(N2CC(=O)Nc3c(sc4nc(C)cc(C)c34)C2=O)cc1
-13,O=C(CC1C(=O)NCCN1Cc1ccc(Cl)c(F)c1)NCC1CCOCC1 (configuration not stated)
-14,Cc1cc(NC(=O)CCOc2ccc(F)cc2)no1
-2,CNC(=O)Nc1ccc(S(N)(=O)=O)cc1
-2,COc1ccccc1NS(=O)(=O)c1cc(NC(=O)c2cc(=O)[nH]c3ccccc23)ccc1N1CCOCC1
-3,CN(C)c1ccc(P(=O)(OCc2ccccc2)C(O)c2ccccc2)cc1 (configuration not stated)
16,S=C(NNc1ccnc2cc(Cl)ccc12)Nc1ccc(Cl)cc1Cl
4,S=c1nc[nH]c2c1cnn2-c1ccccc1
-5,O=C(O)/C=C/c1cn(-c2ccccc2)nc1-c1ccc(-c2ccc([N+](=O)[O-])cc2)o1
3,[O-]/[N+](=C\C=C\c1ccccc1)c1ccccc1
11,Cc1onc(-c2ccc(Cl)cc2)c1-c1ccnn1S(=O)(=O)c1cccc(C(F)(F)F)c1
-8,O=C(c1ccccc1F)N1CCCC(C(=O)N2CCc3ccccc3C2)C1 (configuration not stated)
-7,CC(C)(C)Sc1ccc([N+](=O)[O-])cc1C(=O)Nc1ccncc1
-2,CC(=O)N1N=C(c2cccc([N+](=O)[O-])c2)OC1c1ccc(Br)cc1 (configuration not stated)
-13,O=C(c1ccco1)N(Cc1ccc2c(c1)OCO2)Cc1cc2cc3c(cc2[nH]c1=O)OCO3
7,CCO/N=C(\N)c1[nH]ncc1Br

Next structures follow.
S1P3 antagonist,SMILES
-2,O=C1CCC/C(=N/NC(=O)c2sc3ccccc3c2Cl)C1
-18,Cc1oc2c(O)c(O)ccc2c(=O)c1-c1ccccc1
-4,Cc1cc(C)nc(NC(=O)c2ccc(Cl)c([N+](=O)[O-])c2)n1
1,COCCCNC1CS(=O)(=O)CC1O (configuration not stated)
-6,CC1C[N+](=C2C=C(N3CCOCC3)CC(C)(C)C2)CC(C)O1 (configuration not stated)
1,COc1ccc(C(=O)c2coc3c2C(=O)C(=O)c2ccccc2-3)cc1
0,CCCOc1ccc(C(=O)NCCC(=O)NCCCC(=O)O)cc1
2,CN(CC(=O)Nc1ccccc1F)S(=O)(=O)c1ccc2c(c1)n(C)c(=O)c(=O)n2C
4,NC(=O)Nc1ccc(C(=O)OCC(=O)Nc2cccc(S(=O)(=O)NC3=NCCCCC3)c2)cc1
-1,CCOc1ccc(-n2c([S-])c(C(=O)Nc3ccc(S(=O)(=O)N4CCOCC4)cc3)[n+]3cc(C(N)=O)ccc23)cc1
13,CCc1c(C)nc2c(-c3ccccc3)c(C)nn2c1Nc1ccc(NC(C)=O)cc1
6,CC1CC(C)(C)OC(C[N+]2(C)CCCCC2)O1 (configuration not stated)
3,Cc1ccc(/C=C/C(=O)N2CCN(S(=O)(=O)c3cccs3)CC2)o1
-5,Cc1ccc(N2C(=O)N(C(C)C)C(C)(C)CC2(C)O)cc1 (configuration not stated)
-4,CCOC(=O)c1cc(-c2ccccc2)n[nH]1
1,CCCOc1ccc(C(=O)CCC(=O)OCC(=O)Nc2ccc(OCC)cc2)cc1
-3,CC(C)=CCC/C(C)=C/C(N)=O
-2,Cc1nn(C)c(Cl)c1CN1CCN(CCC(C)C)C(CCO)C1 (configuration not stated)
-6,Cc1nc(N)sc1C(=O)NN
4,O=C(c1ccc(Br)cc1)N(c1ccccn1)C1CCCCC1
-3,CC(=O)Nc1ccc(Nc2ccccc2)cc1
-35,Nc1c(C(=O)OCC(=O)Nc2ccc(Cl)cc2[N+](=O)[O-])[nH]c(=O)[nH]c1=O
0,NCCc1c(C(=O)O)[nH]c2ccc([N+](=O)[O-])cc12
-9,CN1CCCC(OC(=O)c2ccc(Cl)cc2)C1 (configuration not stated)
11,CCOC(=O)c1cc(C#N)c(C)nc1N(CC)CC
-7,COc1ccc(C(C(=O)NC(C)(C)C)N(C(=O)Cn2nnc3ccccc32)c2cccc(C(C)=O)c2)cc1O (configuration not stated)
10,COc1ccc(NC(=O)c2sc3nc(-c4cccnc4)ccc3c2N)cc1
-12,O=C(c1cccc([N+](=O)[O-])c1)N1CCCC(C(=O)N2CCCCCC2)C1 (configuration not stated)
0,CCc1ccc2c(c1)c1nnc(NN)nc1n2C
8,CNc1ncnc(Sc2ccc(Cl)cc2)c1[N+](=O)[O-]
0,O=C(Cc1nc2ccccc2[nH]1)c1cccc([N+](=O)[O-])c1
20,CCCCc1ccc(N/C(N)=N/c2nc(C)cc(C)n2)cc1
0,CCOc1ccc2oc(C(=O)OCC(=O)NC(=O)NC)c(C)c2c1
